USP2a inhib = blocks human ubiquitin-specific protease USP2a | USP2a enzymatic assay, qHTS inhibition | Potency, µM (doses to about 38.3 µM), for inactives: top-dose activity change, negative = inhibition, hits mostly inhibitors | 60,000 tested, 0.1% active | AID 927;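 also: potency is read from the fitted curve at half-maximal effect; nearly all actives have a fitted effect of over 60% in size; plate controls were DMSO for no effect and NEM full inhibition control for full effect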
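Inhibition is measured in a cell-free coupled assay with 20 nM USP2 core, 20 nM Ub-PLA2 and 20 uM NBD C6-HPC, 2.5 h incubation. Activity normalized to NEM control.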
Tau fil binding = binds recombinant human tau filaments. P10636. recombinant tau filaments, thioflavin S fluorescence, 15 h; filaments grown with octadecylsulfate alongside compound. Potency, µM (series often up to 57.1 µM), for the others: top-dose activity change, negative = inhibition. 71,000 tested, 2% active. AID 596;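 also: potency is read from the fitted curve at half-maximal effect; % is scaled to controls: 0 for no effect and ±100 for the full control effect; actives lower thioflavin S fluorescence by blocking filaments or displacing dye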
Target sequence (P10636 whole entry, looked up): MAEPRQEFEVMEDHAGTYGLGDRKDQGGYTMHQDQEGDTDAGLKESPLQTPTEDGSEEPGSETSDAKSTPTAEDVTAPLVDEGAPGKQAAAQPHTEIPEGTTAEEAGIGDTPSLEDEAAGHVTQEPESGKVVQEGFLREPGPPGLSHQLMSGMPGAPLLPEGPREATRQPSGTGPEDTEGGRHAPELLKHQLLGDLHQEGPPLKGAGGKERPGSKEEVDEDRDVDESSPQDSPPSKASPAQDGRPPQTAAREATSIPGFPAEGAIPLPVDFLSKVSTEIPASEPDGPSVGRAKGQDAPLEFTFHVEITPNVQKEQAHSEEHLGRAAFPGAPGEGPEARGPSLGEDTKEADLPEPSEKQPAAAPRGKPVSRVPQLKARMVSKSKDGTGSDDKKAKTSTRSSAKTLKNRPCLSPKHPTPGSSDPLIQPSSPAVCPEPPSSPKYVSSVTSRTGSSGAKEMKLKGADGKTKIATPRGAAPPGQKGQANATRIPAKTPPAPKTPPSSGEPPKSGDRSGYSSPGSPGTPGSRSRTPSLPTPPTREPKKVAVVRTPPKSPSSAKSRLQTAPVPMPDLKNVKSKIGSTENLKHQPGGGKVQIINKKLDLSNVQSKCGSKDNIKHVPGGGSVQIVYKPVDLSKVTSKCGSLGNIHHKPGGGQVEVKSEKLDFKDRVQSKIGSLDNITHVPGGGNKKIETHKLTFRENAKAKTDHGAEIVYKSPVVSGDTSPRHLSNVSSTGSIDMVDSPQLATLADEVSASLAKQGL
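His-tagged recombinant human tau (exons 2, 3, 10; 1 uM final) fibrillized with 30 uM sodium octadecylsulfate, 15 h at 37 C, in pH 7.4 HEPES buffer with 10 uM thioflavine S and 5 mM DTT. Reduced ThS fluorescence (450/510 nm) marks activity.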
HEK293 cAMP cs = parental HEK293 cAMP activation (counter-screen); parental HEK293 CNG cAMP sensor, membrane potential fluorescence; Potency, µM (highest dose often 57.1 µM), inactives show at the highest dose activation, actives largely listed as activators; 73,000 tested, 2.5% active; also: potency is read from the fitted curve at half-maximal effect; % of control where 0% means no effect; nearly all actives have a fitted effect of over 55% in size
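Parental HEK 293 cells stably expressing a cAMP-gated CNG channel were loaded with membrane potential dye containing 100 uM RO 20-1724 for 60 min. Compound added for 30 min; depolarization read as fluorescence intensity at 590 nm.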
Rhodamine autofl = compound autofluorescence in rhodamine spectral region; max dye-equivalent concentration, M; Rhodamine-region fluorescence, 547/598 nm, Tris buffer; hits give high values; 59,000 tested, 0.05% active; in the data active = max dye-equivalent concentration above about 11 nM; inconclusive = between about 1.1 nM and that limit
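Intrinsic compound fluorescence, ex 547 / em 598 nm, CCD imager. Tris 100 mM pH 8.0; 15 min RT. Output = rhodamine dye-equivalent concentration at each compound concentration.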
Caspase-1 inhib = allosteric or competitive inhibitors of human caspase-1. P29466. Caspase-1 enzyme, Ac-WEHD-AFC fluorogenic rate. Potency, µM (doses to about 57.5 µM), for inactives: at the top dose activity change, negative = inhibition, most hits filed as inhibitors. 75,000 tested, 0.03% active;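 also: potency is read from the fitted curve at half-maximal effect; plate controls were vehicle for no effect and no substrate for full effect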
Fluorescein autfl = fluorescein region autofluorescence | Compound autofluorescence, 480/540 nm, fluorescein-equivalent; hits give high values | max fluorescein-equivalent concentration, M | 59,000 tested, 0.91% active | AID 593; in the data active = max fluorescein-equivalent concentration above about 10 nM; inconclusive = between about 1.1 nM and that limit
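Compounds (23 nL) in 100 mM Tris pH 8.0, 15 min at room temperature, then fluorescence read at 480 nm excitation/540 nm emission. Signal converted to fluorescein-equivalent concentration from an on-plate fluorescein standard curve.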
ERK AVP block = vasopressin-driven ERK pathway inhibition | HEK293-V1b, vasopressin-stimulated pERK AlphaScreen | Potency, µM (titrated, usually from 57.5 µM), for inactives: at the top dose activity, negative = inhibition, most hits filed as inhibitors | 72,000 tested, 0.99% active | AID 995; also: potency is read from the fitted curve at half-maximal effect; % is scaled to controls: 0 for no effect and ±100 for the full control effect; nearly all actives have a fitted effect of over 55% in size
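HEK293 cells stably expressing V1b receptor, preincubated 30 min at 37 °C with compound, then stimulated 5 min with 25 nM vasopressin. Phospho-ERK by AlphaScreen SureFire after 5 h RT; normalized to DMSO and vasopressin; AC50 by Hill fit.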
Luciferase inh = firefly luciferase inhibition. P08659. purified firefly luciferase, luminescence, 8 min. Potency, µM (series often up to 57.1 µM), without a hit: at the highest dose activity change, negative = inhibition, actives largely listed as inhibitors. 72,000 tested, 2.2% active. AID 411; also: potency is read from the fitted curve at half-maximal effect; % is scaled to controls: 0 for no effect and ±100 for the full control effect; nearly all actives have a fitted effect of over 40% in size
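Substrate buffer containing 10 uM ATP (pH 7.2 imidazole, Mg2+, KCl, detergent, BSA) is dispensed, compound pinned in, then luciferase/luciferin detector mix added. After 8 min at ambient temperature, light output is measured.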
HADH2 inh = inhibitors of human HADH2 dehydrogenase | Q99714 | recombinant HADH2, NADH fluorescence, beta-hydroxybutyryl-CoA | Potency, µM (top dose mostly 57.1 µM), inactives show at the top dose activity change, negative = inhibition, hits mostly inhibitors | 73,000 tested, 3.4% active; also: potency is read from the fitted curve at half-maximal effect; % is scaled to controls: 0 for no effect and ±100 for the full control effect; nearly all actives have a fitted effect of over 60% in size; many of its hits are not listed in these tables
Target sequence (Q99714 whole entry, looked up, one chain of several): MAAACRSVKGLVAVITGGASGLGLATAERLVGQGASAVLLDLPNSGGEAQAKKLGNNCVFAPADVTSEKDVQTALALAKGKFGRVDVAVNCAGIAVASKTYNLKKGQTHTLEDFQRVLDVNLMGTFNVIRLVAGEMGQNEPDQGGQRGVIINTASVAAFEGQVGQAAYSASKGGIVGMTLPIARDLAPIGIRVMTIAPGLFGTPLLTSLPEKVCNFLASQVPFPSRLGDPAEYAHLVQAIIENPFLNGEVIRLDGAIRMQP
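Activity measured as NADH fluorescence gain (360/450 nm), taken as the change between first and last reads of a 4-min kinetic run. Conditions: pH 9.0 Tris buffer, 20 nM E. coli-expressed His-tagged enzyme, 1 mM NAD+, 90 uM beta-hydroxybutyryl-CoA; 15-min compound preincubation.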
Casp7 inh = allosteric or competitive inhibitors of human caspase-7; 75,000 tested, 0.02% active; recombinant caspase-7, Ac-DEVD-AFC fluorescence rate; AID 889; Potency, µM (highest dose often 57.5 µM), for the others: at the highest dose activity change, negative = inhibition, usual class: inhibitors; active = well fitted inhibition curve with a large enough effect in the main read-out, with a control signal flat, not every such curve was filed as active; inconclusive = small, poorly fitted or top-dose-only effect, or a change in a side signal; also: potency is read from the fitted curve at half-maximal effect; % of control where 0% means no effect
TexasRed autofl = compound fluoresces in the Texas Red spectral region | 59,000 tested, 0.06% active | max dye-equivalent concentration, M | Compound fluorescence, Texas Red channel, 547/618 nm; hits give high values | AID 587; in the data active = max dye-equivalent concentration above about 10 nM; inconclusive = between about 1.1 nM and that limit
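Dye-equivalent concentrations come from scaling compound signal (ex 547, em 618 nm) to six Texas Red standard concentrations run on every plate, after 15 min room-temperature incubation in pH 8.0 Tris (100 mM).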
* hit, by the source's call; i = inactive; ? = inconclusive; · = no result given; [ ] = another dose, or the depositor's remark. Unless noted, calls follow the shape of the dose curve; as a rule, active = well fitted curve in the direction sought with a large enough effect; inconclusive = small, poorly fitted or top-dose-only effect, or another doubt; inactive = no such curve, though single readings can be large; an effect the other way counts as inactive or inconclusive. This is a subset (hit frequency here may not be typical).

Molecule | Fluorescein autfl | Tau fil binding | Rhodamine autofl | ERK AVP block | HADH2 inh | Caspase-1 inhib | HEK293 cAMP cs | Casp7 inh | Luciferase inh | USP2a inhib | TexasRed autofl
CCC(C)NC(=O)CN(c1ccc2c(c1)OCO2)S(=O)(=O)c1c(C)n[nH]c1C (configuration not stated) | · | -17% | · | -13% | 2% | -1% | 5% | -3% | 2% | · | ·
c1cnc2c(c1)ccc1cccnc12 | ? | -7%[11.4 µM] | i | -8%[11.5 µM] | -5%[11.4 µM] | -2% | -3%[11.4 µM] | 1% | 0%[11.4 µM] | 5% | ?
CCn1c(NCc2cc(OC)ccc2OC)nc2ccccc21 | i | 0% | i | -11% | 11% | 0% | 15% | 1% | -7% | -3% | i
c1ccc(CN2CCC3(CCCc4ccccc43)CC2)cc1 | ? | -9% | i | ? | -11% | 4% | ? | 1% | 3% | 6% | i
Cn1c(=O)cc(OCC(=O)Nc2ccccn2)c2ccccc21 | i | 16% | i | -8% | 2% | 0% | 0% | 1% | 1% | 1% | i
CCOC(=O)c1ccc2c(c1)nc(SCC(=O)N1CCCCC1)n2CC | ? | 70% | i | 3% | -2% | -1% | 5% | -2% | -1% | 8% | ?
Cc1cccc(OCC(O)CN2C(C)(C)CC(O)CC2(C)C)c1 (configuration not stated) | ? | -1% | i | 3% | -3% | 3% | 15% | 1% | 6% | -7% | i
C=CCNC(=O)Nc1ccc(OCC)cc1 | i | -2% | i | -17% | 4% | 0% | 3% | 0% | -3% | -4% | i
CC(C(=O)N1CCN(C=O)CC1)N1C(=O)c2ccccc2C1=O (configuration not stated) | i | 4% | i | -2% | 0% | 0% | -5% | -1% | 1% | -2% | ?
O=C(NC1CCN(Cc2ccccc2)CC1)C1CCCN(c2nnc(-n3cccc3)s2)C1 (configuration not stated) | · | 29% | · | ? | 6% | -2% | 11% | -2% | -1% | · | ·
CCSc1cc(C2C(C#N)=C(N)OC(C)=C2C(=O)OC)c(C)o1 (configuration not stated) | ? | -2% | i | -11% | -7% | -1% | 15% | 0% | 0% | 2% | i
Cc1ccc(NC(=O)c2cc(-c3ccco3)on2)cc1C | ? | -5% | i | 5% | -22% | -5% | 19% | -3% | -17% | 13% | i
CC1Cc2cc(/C(O)=C3/C(=O)C(=O)N(CCN4CCOCC4)C3c3cccc(O)c3)ccc2O1 (configuration not stated) | i | 8% | i | -4% | -20% | -6% | 0% | -5% | -8% | 10% | i
O=C(Nc1cccc(Cl)c1Cl)c1ccncc1 | · | -21% | · | -21% | 0% | 2% | -2% | -1% | 1% | -3% | ·
CCOc1ccc(-c2nnc(SCc3nnc(-c4ccccc4)o3)n2-c2ccccc2F)cc1 | i | 11% | i | -23% | -6% | -1% | 13µM* | -1% | -1% | 32%[activator] | i
COc1ccc(NC(C)=O)cc1NC(=O)CN1CCN(S(=O)(=O)c2ccc(C(C)C)cc2)CC1 | i | 2% | i | 0% | 8% | 1% | 9% | -1% | 1% | 1% | i
CCC(C)C(=O)N1CCc2cc(-c3csc(N)n3)ccc21 (configuration not stated) | i | -5% | i | -5% | -18% | -3% | -7% | 0% | 10µM* | 10% | i
O=C(CN1C(=O)c2ccccc2C1=O)Nc1nnc(C2CCCO2)s1 (configuration not stated) | i | 2% | i | -7% | ? | -2% | ? | -1% | 2% | 2% | i
CCc1cccc(NC2c3ccccc3C(=O)N2c2ccc(C)cn2)c1 (configuration not stated) | · | 10% | · | 6% | -6% | -4% | 11% | -2% | 1% | · | ·
COC(=O)c1ccccc1S(=O)(=O)N(CCCO)Cc1cc2c(C)ccc(C)c2[nH]c1=O | i | 5% | i | -10% | 62%[activator] | -1% | 5% | 0% | 2% | 11% | i
O=C(CC12CC3CC(CC(C3)C1)C2)NCO | · | 4% | · | -21% | -2% | 0% | -4% | 1% | -7% | 3% | ·
COc1ccc(-c2ccc(SCC(=O)NCc3ccco3)nn2)cc1 | ? | -4% | i | -18% | 7% | 2% | ? | -2% | -23% | 2% | i
Cc1nnc(NC(=O)c2ccc3c(c2)C(=O)N(CC2CCCO2)C3=O)s1 (configuration not stated) | i | -14% | i | 5% | -1% | 2% | ? | 1% | -21% | 0% | i
O=C(c1ccc(F)cc1)C1CCN(C(=O)N2CCOCC2)CC1 | i | -6% | i | 2% | 3% | 0% | 6% | 4% | -1% | · | ?
C=C(CC(=O)OC)C[C@]1(CC(=O)OC)CC2(CC=C(C)C)C(=O)C(C(=O)c3ccccc3)=C(OC(=O)c3ccc(Br)cc3)C(CC=C(C)C)(C1)C2=O (some centres not stated) | · | · | · | 27%[11.5 µM] | 15%[11.4 µM] | 0%[11.5 µM] | 1%[11.4 µM] | 5%[11.5 µM] | · | · | ·

Further compounds
Molecule | Fluorescein autfl | Tau fil binding | Rhodamine autofl | ERK AVP block | HADH2 inh | Caspase-1 inhib | HEK293 cAMP cs | Casp7 inh | Luciferase inh | USP2a inhib | TexasRed autofl
Cc1cc(Nc2cccc(Cl)c2C)n2ncnc2n1 | · | -13% | · | -14% | 2% | 0% | 1% | -1% | -2% | · | ·
Cc1cccc(C)c1NC(=O)CS(=O)CC(=O)NC1CCN(Cc2ccccc2)CC1 (configuration not stated) | i | 10% | i | 4% | -2% | 1% | 10% | -1% | 2% | 0% | i
Cc1ccc(-c2nc(NC(=O)CSc3nnc(C)s3)ns2)cc1 | · | -3% | · | 13% | 8% | -1% | ? | 2% | -13% | · | ·
O=C(Nc1ccc(Cl)cc1)N1CCC(c2nc(-c3cccs3)no2)CC1 | i | 3% | i | -25% | 0% | -2% | ? | -1% | -3% | 15% | i
Cc1cc(C(=O)CC#N)c(C)n1CC(F)(F)F | ? | 13% | i | 9% | 3% | -1% | 10% | 0% | 2% | 4% | i
CCOC(=O)C1CCCN(C2CC(=O)N(c3cccc(C(F)(F)F)c3)C2=O)C1 (configuration not stated) | ? | 0% | i | 10% | ? | 6% | 4% | -2% | 1% | -9% | i
CCn1cc(C2=NOC(C(=O)Nc3c(C)nn(Cc4ccc(F)cc4)c3C)C2)c(C)n1 (configuration not stated) | · | -10% | · | 3% | 1% | 2% | ? | 0% | -3% | · | ·
CCCNc1nc2c(c(=O)[nH]c(=O)n2C)n1Cc1ccc(F)cc1 | · | 5% | · | · | 7% | -3% | -3% | 1% | 2% | · | ·
COc1ccc(-n2c(=O)c(C)nc3cnc(Oc4cccc(Cl)c4)nc32)cc1 | i | -14% | i | 2% | -4% | -2% | 16µM* | -1% | 0%[11.4 µM] | 115%[activator] | i
CC1CN(C(=O)CSc2ncnc3sccc23)CC(C)O1 (configuration not stated) | ? | 2% | i | 26% | 4% | -1% | 1% | -1% | 1% | 11% | ?
CC(=O)c1c(NCCc2ccccc2)cc(C)oc1=O | i | 5% | i | -27% | -3% | -1% | 14% | 2% | 1% | 8% | i
CCN(CC)CCCn1c(=S)[nH]c2ccc(Cl)cc2c1=O | i | -4% | i | -3% | -24% | -3% | 15% | -2% | -1% | 6% | ?
Clc1ccccc1-c1ccc2ncnc(NC3CCNCC3)c2c1 | i | 13% | i | -21% | 7% | -2% | 9% | -2% | 0%[2.29 µM] | 5% | ?
COc1ccccc1NC(=O)C(C)NS(=O)(=O)c1ccc(F)cc1 (configuration not stated) | ? | -17% | i | 0% | 0% | -1% | -1% | -6% | 1% | 6% | i
CCn1c(CNc2nc(-c3ccccc3)cs2)nnc1SCC(=O)NCc1ccco1 | i | 16% | i | 3% | -22% | 1% | 2% | -1% | 4% | 39%[activator] | ?
O=C(COC(=O)C1CC(=O)N(Cc2ccccc2)C1)Nc1ccc2c(c1)OCO2 (configuration not stated) | i | -7% | i | 10% | 5% | -1% | 9% | -1% | 2% | -7% | ?
O=C(Nc1ccc(CN2CCOCC2)cc1)c1cc2ccccc2oc1=O | i | -6% | i | -6% | 2% | -4% | 0% | -2% | -18% | 0% | i
CNC(=O)c1cc2c(=O)n3cccc(C)c3nc2n1C | i | 22% | i | 2% | ? | -5% | -3% | -6% | 3% | 2% | i
O=C(CC1Sc2ncnn2C1=O)Nc1ccc(Br)cc1 (configuration not stated) | · | -20% | · | ? | -18% | 0% | ? | -2% | -2% | · | ·

Just TexasRed autofl, Tau fil binding and Rhodamine autofl (2 entries from above):
structure | TexasRed autofl | Tau fil binding | Rhodamine autofl
COc1ccccc1NC(=O)C(C)NS(=O)(=O)c1ccc(F)cc1 (configuration not stated) | i | -17% | i
CCn1c(CNc2nc(-c3ccccc3)cs2)nnc1SCC(=O)NCc1ccco1 | ? | 16% | i

Compound activity deposited in PubChem BioAssay by National Center for Advancing Translational Sciences (NCATS).
